Source: PubChem
SENP8 block-1 = human SENP8 protease inhibitors, primary screen, biochemical, fluorescence, Nedd8 protein substrate, uHTS; inhibition, % at 20 µM; Sentrin-specific protease 8 (Homo sapiens), Q96LD8; recombinant SENP8; AID 602440, 2012; 360,000 compounds, 0.64% hits; in the data active = inhibition mostly above about 40%, no sharp cut-off; inactive = mostly below about 27%
HKDC1 inhibitor = HKDC1 hexokinase inhibitors, primary screen, biochemical, fluorescence, uHTS; Q2TB90; recombinant HKDC1, G6PDH/diaphorase resazurin coupled fluorescence; inhibition, % at 20 µM; 340,000 compounds, 0.16% hits;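 active = inhibition above about 35% when tested at 20 µM, limit read from the data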;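 also: plate controls were DMSO wells with enzyme for no effect and DMSO wells lacking enzyme for full effect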
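Incubation: 90 min at room temperature in dark / Material: recombinant HKDC1 (HK5) hexokinase enzyme, produced in-house / Quantity: enzyme 5 µg/mL final / Compound: one dose of 20 µM, 1% DMSO / Reagent: glucose and ATP substrates / Buffer or medium: Tris pH 8.0 buffer with MgCl2, Tween-20, BSA, BME / Technique: resorufin fluorescence at 613 nm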
SENP1 inh = human SENP1 catalytic domain inhibitors, primary screen, biochemical, FRET, uHTS; recombinant SENP1 catalytic domain, CyPet-SUMO1-YPet FRET cleavage; inhibition, % at 10 µM; AID 624204, 2012; Sentrin-specific protease 1 (Homo sapiens), Q9P0U3; 360,000 compounds, 0.21% hits;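 active = inhibition at least 30% at 10 µM, raw YFP signal under a set limit, fluorescence ratio 0.5 to 1.5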;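 also: 0% = enzyme with DMSO and 100% = no enzyme wells; some results filed as inactive read as strong as hits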
Target sequence (Q9P0U3 419-644 limits assumed): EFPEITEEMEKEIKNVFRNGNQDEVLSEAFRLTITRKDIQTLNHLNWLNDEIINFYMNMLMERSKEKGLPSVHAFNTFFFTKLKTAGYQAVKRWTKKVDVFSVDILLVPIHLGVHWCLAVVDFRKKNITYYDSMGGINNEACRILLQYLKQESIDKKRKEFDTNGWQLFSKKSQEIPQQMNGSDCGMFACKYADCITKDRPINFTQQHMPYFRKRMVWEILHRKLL
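Test system: recombinant human SENP1 catalytic domain, His6-tagged / Medium: pH 8 Tris buffer with EDTA, NaCl, BME, BSA, NP40, catalase / Also added: SUMO1 FRET substrate flanked by Cypet and Ypet, 25 nM / Times: 50 min reaction at room temperature / Signal: FRET, CFP and YFP emission / Control set: no-enzyme low control and enzyme-plus-DMSO high control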
SENP8 block-2 = SENP8 protease inhibitors, primary screen, biochemical, luminescence | inhibition, % at 10 µM | AID 2540, 2010 | Sentrin-specific protease 8 (Homo sapiens), Q96LD8 | 330,000 compounds, 1.2% hits | purified SENP8, Z-RLRGG-aminoluciferin cleavage; in the data active = inhibition above about 50%
PfG6PD inh = PfG6PD enzyme inhibitors, primary screen, biochemical, fluorescence intensity, uHTS; 350,000 compounds, 0.78% hits; glucose-6-phosphate dehydrogenase-6-phosphogluconolactonase (Plasmodium falciparum 3D7); inhibition, % at 20 µM; PfGluPho enzyme, NADPH resazurin-diaphorase fluorescence;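 active = inhibition reaching at least a set limit at 20 µM in the primary screen, cut at about 59% in these data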;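 also: 0% = DMSO wells with substrate and 100% = DMSO wells lacking glucose-6-phosphate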
SENP7 block = SENP7 protease inhibitors, primary screen, biochemical, luminescence, uHTS; Sentrin-specific protease 7 (Homo sapiens), Q9BQF6; recombinant SENP7, Z-RLRGG-aminoluciferin luminescence, 40 min; inhibition, % at 5 µM; 330,000 compounds, 1.5% hits;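 active = inhibition above about 50% at the single test dose, limit read from the data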;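 also: plate controls were DMSO with enzyme for no effect and no enzyme buffer wells for full effect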
beta cell repl = inducers of MIN6 beta-cell proliferation, primary screen, ATP luminescence, uHTS; MIN6 cells proliferation, ATPlite luminescence, 48 h; cells starved in 0.2% serum; 100% = growth in 10% serum; proliferation, % at 10 µM; 330,000 compounds, 0.29% hits; AID 2380, 2010;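 active = compounds whose signal lies at least 3.5 SD above the mean of all wells on their plate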;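 also: 0% = DMSO-treated cells in low-serum medium and 100% = 10% serum control; some compounds called inactive have numbers as strong as hits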
UBC13 inh = UBC13 polyubiquitin chain formation inhibitors, primary screen, biochemical, TR-FRET, uHTS. Ubiquitin-conjugating enzyme E2 N (Homo sapiens), P61088. inhibition, % at 20 µM. 330,000 compounds, 0.47% hits. AID 485273, 2010; in the data active = inhibition above about 45%, passing the limit was not always enough; inconclusive = no clear call, values can overlap the other calls
Target sequence (P61088 whole entry, looked up): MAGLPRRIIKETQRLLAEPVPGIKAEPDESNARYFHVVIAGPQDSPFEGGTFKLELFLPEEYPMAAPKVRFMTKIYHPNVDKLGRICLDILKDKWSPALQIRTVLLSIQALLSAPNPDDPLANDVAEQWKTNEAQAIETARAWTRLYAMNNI
SENP6 block = SENP6 protease inhibitors, primary screen, biochemical, luminescence, uHTS; inhibition, % at 10 µM; AID 2599, 2010; Sentrin-specific protease 6 (Homo sapiens), Q9GZR1; 330,000 compounds, 1.8% hits; Recombinant SENP6 catalytic domain, aminoluciferin luminescence;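 active = inhibition above about 50% at the single tested dose, limit read from the data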;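 also: plate controls were DMSO wells with enzyme for no effect and DMSO wells lacking enzyme for full effect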
Target sequence (Q9GZR1 628-1112 limits assumed): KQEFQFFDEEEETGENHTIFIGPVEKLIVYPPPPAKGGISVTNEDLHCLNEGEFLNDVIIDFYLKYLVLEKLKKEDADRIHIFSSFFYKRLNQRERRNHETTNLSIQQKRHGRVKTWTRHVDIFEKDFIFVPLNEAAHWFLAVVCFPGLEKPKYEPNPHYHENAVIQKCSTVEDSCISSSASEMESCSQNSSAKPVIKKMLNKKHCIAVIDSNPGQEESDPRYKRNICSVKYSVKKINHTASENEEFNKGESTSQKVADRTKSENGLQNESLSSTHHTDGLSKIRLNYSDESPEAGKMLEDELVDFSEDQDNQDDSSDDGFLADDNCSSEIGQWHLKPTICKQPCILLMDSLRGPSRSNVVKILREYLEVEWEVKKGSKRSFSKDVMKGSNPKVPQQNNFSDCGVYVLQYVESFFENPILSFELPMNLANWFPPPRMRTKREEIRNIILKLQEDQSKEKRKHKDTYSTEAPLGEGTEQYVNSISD
The depositor's hits bear a star; ? = inconclusive; nt = not tested or not shown.

canonical_smiles,SENP8 block-1,HKDC1 inhibitor,SENP1 inh,SENP8 block-2,PfG6PD inh,SENP7 block,beta cell repl,UBC13 inh,SENP6 block
CCN1C(=O)c2ccccc2S(=O)c2ccc(C(=O)N3CCCC3)cc21 (stereo not drawn),8,-2,1,-1,-8,-2,-3,-1,-4
Cc1nc(N2CCN(Cc3ccc4c(c3)OCO4)CC2)nc2c1C(=O)CC(c1ccco1)C2 (stereo not drawn),30,-1,-5,6,7,-1,-3,-2,-1
CC(C)Sc1nc2c(c(=O)n1C)SC(C)C2 (stereo not drawn),9,-2,1,8,16,-3,-1,5,6
CCOc1ccc(S(=O)(=O)N(C)C)cc1-c1nc2c(C(C)(C)C)nn(C)c2c(=O)[nH]1,15,3,3,-9,-6,-18,1,15,-17
Cc1ccc(C(=O)N2CCN(S(=O)(=O)c3ccc(C(C)C)cc3)CC2)s1,7,4,-2,-10,0,6,-3,-1,-13
C=CCNC(=S)N(CC)c1cccc2ccccc12,-10,-6,1,-6,-4,-2,-2,-5,-2
CNC(=O)CSc1nnc(-c2ccc3c(c2)OCO3)n1C,13,-12,0,1,-5,7,-1,2,18
O=C(c1cccc(Cl)c1)N1CCn2c1nc1ccccc12,19,-8,0,3,14,3,1,2,-2
CCCn1c(N)c(N(CCOC)C(=O)c2cc3c(s2)CCCCC3)c(=O)[nH]c1=O,14,-1,-1,-8,15,3,-4,11,0
O=C(NC(NC1CCS(=O)(=O)C1)C(Cl)(Cl)Cl)c1ccc(Br)cc1 (stereo not drawn),-3,-5,0,8,1,-2,-2,7,-21
Clc1cc(Cl)cc(CN2CCSCC2)c1,9,2,-2,5,-13,0,0,2,-10
CCOc1ccccc1NC(=O)CCCN1C(=S)NC(C)(C)CC1C (stereo not drawn),7,0,3,-3,-6,5,0,8,5
C=C(C)c1cccc(C(C)(C)NC(=O)Nc2ccc(C(C)=O)cc2)c1,13,4,2,-11,4,-2,0,-16,11
CCSc1nnc(NC(=O)C(C)(C)C)s1,27,-5,1,0,16,-1,4,6,-13
O=C(CNC(=O)c1ccccc1Cl)N/N=C/c1ccc2c(c1)OCO2,4,-3,0,-6,4,-12,-2,-5,-12
COc1ccc(C(C(=O)NC(C)(C)C)N(Cc2cccnc2)C(=O)CCC(=O)Nc2cc(C)on2)cc1 (stereo not drawn),15,2,-1,3,-9,-6,0,-5,-3
COc1ccc(NC(=O)C2CC(c3c(F)cccc3Cl)=NO2)cc1 (stereo not drawn),8,-4,1,4,-1,-1,-2,-5,6
CCCC(C(=O)NC1CCCC1)N(CCN(CC)CC)C(=O)c1snc(C(N)=O)c1N (stereo not drawn),-150,-8,0,7,-8,0,-1,8,-3
Cc1ccc(O)c(C(=O)c2cnn(C(=O)COc3ccc(Cl)cc3)c2)c1,-29,-4,-1,9,-17,0,-1,-4,12
CCOc1ccc2[nH]c3c(NCCCOC)ncnc3c2c1,-305,4,-19,0,12,9,-6,14,-3
OCCC1CN(Cc2cccc(-c3ccco3)c2)CCN1Cc1ccsc1 (stereo not drawn),15,-9,1,-8,30,0,-2,10,-12
COc1cc2c(cc1OC)CN(CC(=O)Nc1ccc(Cl)c(S(=O)(=O)N(C)C)c1)CC2,-119,nt,-22,-15,nt,-3,-4,1,4
CC[C@@]12C(=O)N(c3cccc(F)c3)C(=O)N1[C@H](c1ccc(F)cc1)[C@@H]1C(=O)N(C3CCCCC3)C(=O)[C@@H]12,28,0,2,3,21,-9,2,13,-6
O=C1CS(=O)CN1c1ccc(Oc2ccccc2)cc1 (stereo not drawn),10,-10,0,5,8,8,0,3,-11
COc1ccc(Cl)cc1NC(=O)c1cnc2sccn2c1=O,-309,2,-1,-8,12,-15,1,15,-12
COc1ccc(C(=O)N2CCCC(CNC(=O)c3ccccc3Cl)C2)o1 (stereo not drawn),6,-7,0,-4,5,2,4,2,12
O=C(Nc1c2c(nc3c1CCC3)CCCC2)c1ccccn1,5,-7,3,-1,19,-2,5,-11,-6
Cc1ccc(-c2nnn(CC(=O)NCCC3=CCCCC3)n2)cc1,30,3,3,-14,0,2,-4,-2,-16
C=CCNC(=O)NC(=O)c1csc([N+](=O)[O-])c1,17,-5,8,-1,-1,1,0,-5,3
CC1(C)Cc2c(c(N3CCCC3)[nH]c(=S)c2C#N)CO1,nt,nt,nt,2,nt,3,-3,?,1
CCCCN(C(=O)c1cccc(S(=O)(=O)N2CC(C)OC(C)C2)c1)c1c(N)n(CCCC)c(=O)[nH]c1=O (stereo not drawn),-6,-1,-2,2,-1,5,2,-2,-7
CCN(CCCNC(=O)CCNC(=O)Cn1ccc2ccccc2c1=O)c1ccccc1,-4,-1,0,nt,-16,nt,nt,nt,nt
CCn1c(CCc2ccccc2)n[nH]c1=S,10,2,1,1,21,-2,-3,-5,-4
Cc1ccc(S(=O)(=O)N(C)CC(=O)OCc2nnc(-c3ccccc3)o2)cc1,25,0,2,2,-13,-5,-3,6,-2
Cc1ccccc1NS(=O)(=O)c1cc(C(=O)Nc2cccnc2)ccc1C,-3,6,-3,-6,10,-4,3,8,6
CCc1cc(C(=O)Cc2nc3ccccc3s2)c(O)cc1OCC(=O)O,-161,0,-35,0,5,-5,-1,-2,-5
O=C(Nc1cccnc1)/C(N=Nc1cccnc1)=C(\O)c1ccccc1,11,-11,1,13,-2,3,0,12,-2
Cc1sc(NC(=O)c2ccc(Br)s2)c(C(N)=O)c1C,-54,-3,-2,26,39,51*,-1,-1,76*
CCCn1c2c(c(O)c(C(=O)Nc3ccc(OC)cc3)c1=O)CCCC2,-124,-8,2,4,-4,11,5,2,4
Cc1ccc2c(c1)C1CN(C)CCC1N2C(=S)NC(=O)c1ccc(Br)cc1 (stereo not drawn),19,-7,-1,-2,8,3,-4,14,2
COC(=O)C1=C[C@@H](C(=O)OC)[C@@H]2C3=C(C(=O)[C@@]2(C)NC(=O)c2ccccc2)[C@H](C)n2c(=O)n(C)c(=O)n2[C@@H]3C1,14,-8,1,-6,0,14,-3,-8,6
Cc1ccc(-c2nn(CC(=O)O)c(=O)c3ccccc23)cc1,2,-4,1,1,-12,1,-4,4,-1
CSC1=NSC2=NC(=O)/C(=C/c3coc4ccc(O)cc4c3=O)C(=N)N12,-409,14,-23,12,5,10,0,-17,16
COc1ccc(CNC(=O)C2CC(c3ccc(F)cc3)=NO2)cc1 (stereo not drawn),8,-10,1,7,-12,5,-2,-2,-19
CCCc1nnc(SCC(=O)N2CCCCC2)n1CC1CCCO1 (stereo not drawn),6,-4,4,3,13,6,1,-2,-9
Cc1c(C(C)(C)O)[nH]c2ccc(C(F)(F)F)cc12,-41,2,2,-12,5,5,-2,5,-8
O=C(CC(C(=O)O)c1ccccc1)c1cccs1 (stereo not drawn),24,-4,-3,-3,-12,-2,0,8,-3
CCc1nn(CC(=O)NCCC(C)C)c(=O)c2cc3c(OC)cccc3n12,-270,-3,1,-16,-1,-3,-3,4,1
COc1ccc(CNC2C[C@H]3CCCC(=O)N4CC[C@@H](C2)[C@@H]34)cc1 (stereo partly drawn),6,-3,1,nt,-11,4,nt,nt,nt
COc1ccccc1NS(=O)(=O)c1cc(NC(=O)/C=C/c2cccs2)ccc1N1CCOCC1,-9,-2,3,-10,-3,-5,-4,-24,-18

Continued.
canonical_smiles,SENP8 block-1,HKDC1 inhibitor,SENP1 inh,SENP8 block-2,PfG6PD inh,SENP7 block,beta cell repl,UBC13 inh,SENP6 block
Cc1ccc(S(=O)(=O)Nc2cccc(C(=O)NCCCn3ccnc3)c2)cc1F,8,3,-1,8,-4,2,8,4,2
CC(=O)Cc1nsc(Nc2ccc(C)cc2)n1,2,3,1,-8,-7,-2,0,4,-5
O=C(c1ccc(NC(=S)NCc2ccco2)cc1)N1CCOCC1,1,-15,-4,-3,7,-2,-4,5,-12
CC1CCc2c(sc(NC(=O)C3c4ccccc4Oc4ccccc43)c2C(N)=O)C1 (stereo not drawn),-53,-1,-8,0,6,4,0,0,13
CC(C)c1ccc(NC(=O)c2snc3ccc(Cl)cc23)cc1,26,-3,1,-5,31,37,-4,-14,46
CC(=O)Nc1ccc(NS(=O)(=O)C(F)(F)F)cc1,8,-4,2,0,-6,-4,-3,0,-9
CCOC(=O)C(=O)Nc1ccccc1C#N,14,-7,2,2,0,-7,-1,9,-3
CCOC(=O)c1ccc(Nc2cc(C)nc3ncnn23)cc1,-51,-9,24,4,-2,-5,2,4,3
Cc1ccc(C(=O)Nc2ccc3c(c2)OCO3)cc1S(=O)(=O)N1CCOCC1,0,-4,1,-2,0,-3,0,2,-4
COc1cc2c(cc1OC)C(c1ccc(-c3ccccc3Cl)o1)=NCC2,-108,9,-16,6,-2,7,-5,5,-9
C[C@]12c3[nH]c4cc(-c5ccco5)ccc4c3CCN1C(=O)[C@@H](CC(=O)NCC13CC4CC(CC(C4)C1)C3)C[C@@H]2C(=O)N1CCOCC1,-369,9,-13,nt,37,-5,nt,nt,nt
Cn1c2ccccc2c2ccc3c(c21)C(=O)C=CC3=O,-472,37*,-6,nt,81*,nt,nt,nt,nt
COc1ccc(CNC(=O)c2cc3c(s2)CS(=O)C3)cc1 (stereo not drawn),19,12,-48,6,-21,2,-2,-4,4
O=C(NCCc1ccccn1)C1CCN(S(=O)(=O)c2ccc(Cl)cc2)CC1,13,4,0,-2,-3,-4,-3,-12,33
COC(=O)c1cc(CSc2nc3ccccc3[nH]2)oc1C,24,0,1,-7,15,12,-4,4,22
CC(=O)Nc1ccc(NC(=S)Nc2ccc(F)cc2)cc1,16,-7,3,-8,5,-1,-1,-13,-1
CC(SCc1ccccc1)C(=O)N/N=C/c1cccs1 (stereo not drawn),12,3,2,-8,39,5,0,-3,-9
COc1cc(/C=C2\SC(=O)NC2=O)ccc1OCc1ccc(Cl)nc1,-31,1,3,-11,5,-4,-1,-10,-19
COc1ccc(C2CC2/C(C)=N/OC(=O)c2cccs2)cc1 (stereo not drawn),17,-4,-1,-9,-24,-14,-3,-9,-14

Profiles from above. Screens in order: SENP8 block-1	HKDC1 inhibitor	SENP1 inh	SENP8 block-2	PfG6PD inh	SENP7 block	beta cell repl	UBC13 inh	SENP6 block
CCN(CCCNC(=O)CCNC(=O)Cn1ccc2ccccc2c1=O)c1ccccc1 as listed: -4	-1	0	nt	-16	nt	nt	nt	nt
O=C(CC(C(=O)O)c1ccccc1)c1cccs1 (stereo not drawn) as listed: 24	-4	-3	-3	-12	-2	0	8	-3
